# mIAP activ: increases mouse intestinal alkaline phosphatase activity; AID 2805; muIAP, CDP-Star luminescence, 30 min; active compounds read high; 1 = vehicle-only enzyme signal, 0 = enzyme-free wells; activation factor at 10 µM; 330,000 compounds, 0.24% hits;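 active means activation factor of at least 2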; further: the source names both 10 and 20 µM as test concentration; values of inactives mirror those of a sister screen read the other way
#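 also added = chemiluminescent substrate CDP-Star | test system = mouse IAP enzyme | signal = chemiluminescence readout | compound = DMSO-dissolved test compounds | incubation = 30 min at room temperature | benchmarks = DMSO wells, no-enzyme wells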
# hIAP inh: human IAP inhibition; inhibition, % at 10 µM; purified IAP, CDP-Star luminescence, 30 min; 330,000 compounds, 0.12% hits;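 active means inhibition reaching a set limit with compound at 10 µM in the primary screen, cut at about 35% in these data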;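 further: plate controls were DMSO wells with enzyme for no effect and no-enzyme buffer wells for full effect; values of inactives mirror those of a sister screen read the other way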
# Target sequence (P09923 whole entry, looked up): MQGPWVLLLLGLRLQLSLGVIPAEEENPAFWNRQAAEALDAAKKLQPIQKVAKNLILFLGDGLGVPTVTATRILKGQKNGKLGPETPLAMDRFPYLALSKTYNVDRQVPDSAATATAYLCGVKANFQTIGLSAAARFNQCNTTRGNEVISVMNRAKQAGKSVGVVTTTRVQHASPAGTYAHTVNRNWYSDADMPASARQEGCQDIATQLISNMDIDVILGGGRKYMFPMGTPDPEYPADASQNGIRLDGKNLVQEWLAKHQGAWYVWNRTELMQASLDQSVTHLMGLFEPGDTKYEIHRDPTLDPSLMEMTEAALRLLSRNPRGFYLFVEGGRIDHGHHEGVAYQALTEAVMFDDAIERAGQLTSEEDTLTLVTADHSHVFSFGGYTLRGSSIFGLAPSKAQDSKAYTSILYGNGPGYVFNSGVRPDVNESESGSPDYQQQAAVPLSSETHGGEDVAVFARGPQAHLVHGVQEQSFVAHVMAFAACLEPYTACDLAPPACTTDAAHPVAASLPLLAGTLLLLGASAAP
# ATG4B inhibitor: ATG4B (human) cysteine protease inhibition. Q9Y4P1. ATG4B cleavage of LC3-PLA2, NBD-HPC fluorescence, 1 h. inhibition, % at 8.33 µM. 340,000 compounds, 0.51% hits. AID 504462; in the data active means inhibition above about 40%
# Target sequence (Q9Y4P1 whole entry, looked up): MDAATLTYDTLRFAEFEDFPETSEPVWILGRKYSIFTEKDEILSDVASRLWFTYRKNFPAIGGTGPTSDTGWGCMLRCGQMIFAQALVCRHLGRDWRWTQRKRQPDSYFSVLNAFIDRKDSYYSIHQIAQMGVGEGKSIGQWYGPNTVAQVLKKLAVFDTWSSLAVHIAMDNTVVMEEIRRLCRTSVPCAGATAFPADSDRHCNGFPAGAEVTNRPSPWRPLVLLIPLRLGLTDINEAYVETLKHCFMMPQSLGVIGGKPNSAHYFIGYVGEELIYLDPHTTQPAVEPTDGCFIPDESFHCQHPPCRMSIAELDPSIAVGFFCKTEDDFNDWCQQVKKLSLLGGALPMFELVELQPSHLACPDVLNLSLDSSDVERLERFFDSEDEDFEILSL
# APOBEC3A inh: blocks human APOBEC3A ssDNA deamination; P31941; inhibition, % at 20 µM; AID 493011; recombinant A3A, FAM/TAMRA ssDNA deamination fluorescence; 330,000 compounds, 0.41% hits;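 active means at least 40% inhibition at 20 µM here, with at most 30% in a related deaminase screen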;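 further: plate controls were A3A with DMSO for no effect and wells lacking A3A enzyme for full effect; some results filed as inactive read as strong as hits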
# Target sequence (P31941 whole entry, looked up): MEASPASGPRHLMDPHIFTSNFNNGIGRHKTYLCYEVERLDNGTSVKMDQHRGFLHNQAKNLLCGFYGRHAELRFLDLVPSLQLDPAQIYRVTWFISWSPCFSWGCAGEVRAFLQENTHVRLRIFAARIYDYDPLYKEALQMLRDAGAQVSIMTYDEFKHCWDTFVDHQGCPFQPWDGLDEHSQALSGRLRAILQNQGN
# PfGluPho inh: PfG6PD (Plasmodium falciparum) enzyme inhibition; PfGluPho enzyme, NADPH resazurin-diaphorase fluorescence; inhibition, % at 20 µM; 350,000 compounds, 0.78% hits;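 active means inhibition reaching at least a set limit at 20 µM in the primary screen, cut at about 59% in these data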;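 further: 0% = DMSO wells with substrate and 100% = DMSO wells lacking glucose-6-phosphate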
# HKDC1 inhibitor: inhibitors of human hexokinase HKDC1; Q2TB90; recombinant HKDC1, G6PDH/diaphorase resazurin coupled fluorescence; inhibition, % at 20 µM; 340,000 compounds, 0.16% hits; AID 493160;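 active means inhibition above about 35% when tested at 20 µM, limit read from the data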;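 further: plate controls were DMSO wells with enzyme for no effect and DMSO wells lacking enzyme for full effect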
#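 Incubation: 90 min at room temperature in dark / Material: recombinant HKDC1 (HK5) hexokinase enzyme, produced in-house / Quantity: enzyme 5 µg/mL final / Compound: one dose of 20 µM, 1% DMSO / Reagent: glucose and ATP substrates / Buffer or medium: Tris pH 8.0 buffer with MgCl2, Tween-20, BSA, BME / Technique: resorufin fluorescence at 613 nm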
# hIAP activ: increases human intestinal alkaline phosphatase activity; P09923; purified human IAP, CDP-Star luminescence, 30 min; active compounds read high; 1 = vehicle-only enzyme, 0 = enzyme-free background; activation factor at 10 µM; 330,000 compounds, 0.16% hits;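 active means activation factor of the enzyme at least 2-fold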; further: the source names both 10 and 20 µM as test concentration; values of inactives mirror those of a sister screen read the other way
# mIAP inh: blocks mouse intestinal alkaline phosphatase | purified mouse IAP, CDP-Star luminescence, 30 min | inhibition, % at 10 µM | 330,000 compounds, 0.2% hits;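 active means inhibition of at least 40% at 10 µM in the primary screen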;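 further: plate controls were DMSO with enzyme for no effect and no enzyme wells for full effect; values of inactives mirror those of a sister screen read the other way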
# Starred values were filed as active, the others as inactive; · = not tested or not shown. Compounds as they come. About 2.4% of those tested had a hit in this group.
SMILES,mIAP activ,hIAP inh,ATG4B inhibitor,APOBEC3A inh,PfGluPho inh,HKDC1 inhibitor,hIAP activ,mIAP inh
Clc1cccc(Cl)c1COc1ccccn1,1,-5,1,2,2,-4,1,-1
Cc1ccc(N(CC(=O)NCC2CCCO2)C(=O)CCC(=O)Nc2nccs2)cc1 (stereo not given),0.99,-8,5,3,8,-3,1.1,1
CCN(Cc1ccc2c(c1)OCCO2)C(=O)CN1C(=O)NC2(CCc3ccccc32)C1=O (stereo not given),1,10,-1,-2,-14,-7,0.9,-2
CCC(=O)Nc1cccc(C(=O)OCC(=O)c2ccccc2Cl)c1,0.96,5,-2,-2,-8,12,0.95,4
COc1ccccc1C(C[N+](=O)[O-])c1c[nH]c2ccccc12 (stereo not given),1.1,-6,-10,-3,19,1,1.1,-5
Cc1cc(C)cc(OCC(O)CN2CCC(CN3C(=O)c4cccc5cccc(c45)C3=O)CC2)c1 (stereo not given),0.9,15,-18,10,-5,-9,0.85,10
CCOC(=O)C1(CCc2ccccc2)CCN(Cc2ccc(O)cc2)CC1,0.93,-1,-1,-1,1,-4,1,7
O=C(CCNS(=O)(=O)c1cccc2nonc12)N1CCN(c2cccc(Cl)c2)CC1,0.94,6,-1,0,-1,-4,0.94,6
O=C(Nc1cc([N+](=O)[O-])ccc1N1CCOCC1)c1ccco1,0.98,3,-2,-4,-5,-11,0.97,2
Cc1nc2ccccc2n1CCCOc1ccccc1,0.89,19,1,0,17,-4,0.81,11
Cc1[nH]c2ccccc2c1C(=O)C(=O)NCCc1ccc(S(N)(=O)=O)cc1,1,1,-3,-5,-26,-8,0.99,-1
O=c1c2cccnc2nc2n1CCCCC2,1,-1,3,0,-16,-3,1,-2
N#Cc1c([N+](=O)[O-])cc([N+](=O)[O-])cc1S(=O)(=O)Cc1ccccc1,0.97,-3,-6,0,109*,34,1,3
Cc1cc(=O)oc2c1c(C)nn2-c1cccc(Cl)c1,0.97,5,4,5,2,-3,0.95,3
COC(=O)Cc1cc(OC)c(OC)cc1S(=O)(=O)N(C)C,0.9,-19,-5,1,-2,6,1.2,10
COC(=O)[C@H](Cc1ccccc1)NC(=O)Nc1ccc(OC)cc1,1,26,5,0,-14,-4,0.74,-1
O=C1CN(C(=O)COC(=O)CCC(=O)c2ccc(Cl)cc2)c2ccccc2N1,1,-13,-12,2,2,-6,1.1,-2
COc1ccc(NC(=O)CN(C)C(=O)CSCc2c(C)noc2C)cc1,0.99,10,-10,3,13,-6,0.9,1
CCOc1ccc(-c2csc(NC(=O)c3ccc(S(=O)(=O)N4CCc5ccccc5C4)cc3)n2)cc1,0.88,16,-1,-2,-13,-1,0.84,12
COC(=O)c1c(NC(=O)C2CC2)sc2c1CCN(C(C)=O)C2,0.97,-11,-5,-2,16,1,1.1,3
CC(=O)N1[C@@H]2CC3C4CC=C5C[C@@H](O)CC[C@]5(C)C4CC[C@]3(C)[C@@]21C(C)=O (stereo not given in full),0.91,1,-5,2,-2,1,0.99,9
COC(=O)c1nn(-c2ccc3c(c2)CCN3C(C)=O)cc1O,0.92,16,-3,1,2,0,0.84,8
CNC(=O)Cn1nc(C)c(S(=O)(=O)N2CCOCC2)c1C,1,2,-2,-6,-1,0,0.98,-2
CCOc1ccc(OCC)c(NS(=O)(=O)c2ccc3c(c2)n(C)c(=O)c(=O)n3C)c1,1.1,0,5,2,14,-4,1,-8
O=C(O)c1nnn(-c2ccc(F)cc2F)c1-c1ccccc1,1,16,12,0,-3,-2,0.83,-1
CCCn1nc(NC(=O)c2cccs2)c2cc3cccc(C)c3nc21,1.1,-3,9,1,9,-3,1,-8
CCN(CC(=O)N1CCOCC1)S(=O)(=O)c1ccc(F)cc1,0.93,7,2,2,4,-4,0.93,7
O=C1C=C(c2cccs2)CC(c2cccs2)C1n1cnc([N+](=O)[O-])c1 (stereo not given),1,14,1,1,2,-10,0.86,-4
O=C(NCCn1cccn1)C1CCC(=O)N(CCc2ccc(Cl)cc2)C1 (stereo not given),0.98,3,0,-7,-10,-3,0.97,2
O=C(c1ccccc1)N1C(=O)C(c2ccccc2)Oc2ccccc21 (stereo not given),0.99,14,19,5,-22,8,0.86,1
COCCNc1oc(/C=C/c2ccc(F)cc2)nc1S(=O)(=O)c1ccccc1,1,8,1,0,9,1,0.92,-2
O=C(Cc1ccc(Cl)cc1)NNc1c(F)c(F)cc(F)c1F,1,-20,9,2,5,-17,1.2,-5
Cc1ccc(NS(=O)(=O)c2ccc(Cl)c(C(=O)Nc3cccc(C(=O)O)c3)c2)cc1,1.1,3,-4,5,10,0,0.97,-8
CCOc1ccc(NC(=S)Nc2ccc(OC)cc2)cc1,1.1,-26,6,-5,7,-10,1.3,-7
CC(C(=O)N1CCCC1)N1CCN(c2ccccc2O)CC1 (stereo not given),0.99,-10,4,4,2,7,1.1,1
CC(=O)C1=C(C)OC(N)=C(C#N)C1c1ccncc1 (stereo not given),0.94,-16,-8,-4,-7,-1,1.2,6
O=S(=O)(Nc1ccccc1N1CCCCC1)c1ccc(F)cc1F,1.2,-21,0,1,46,-7,1.2,-16
Cc1cccc(NC(=S)NNc2cccc(Cl)c2)c1,0.89,17,-11,0,38,4,0.83,11
CC(C)CCn1c(N)c(S(=O)(=O)c2cccs2)c2nc3ccccc3nc21,0.96,-8,3,4,14,1,1.1,4
Cc1ccc2nc3c(nc2c1C)C(O)=C3O,1,2,2,65*,-16,-6,0.98,0

# Shown with each value named: part of the list above
> O=C1C=C(c2cccs2)CC(c2cccs2)C1n1cnc([N+](=O)[O-])c1 (stereo not given)
  mIAP activ = 1
  hIAP inh = 14
  ATG4B inhibitor = 1
  APOBEC3A inh = 1
  PfGluPho inh = 2
  HKDC1 inhibitor = -10
  hIAP activ = 0.86
  mIAP inh = -4
> CCC(=O)Nc1cccc(C(=O)OCC(=O)c2ccccc2Cl)c1
  mIAP activ = 0.96
  hIAP inh = 5
  ATG4B inhibitor = -2
  APOBEC3A inh = -2
  PfGluPho inh = -8
  HKDC1 inhibitor = 12
  hIAP activ = 0.95
  mIAP inh = 4
> COc1ccccc1C(C[N+](=O)[O-])c1c[nH]c2ccccc12 (stereo not given)
  mIAP activ = 1.1
  hIAP inh = -6
  ATG4B inhibitor = -10
  APOBEC3A inh = -3
  PfGluPho inh = 19
  HKDC1 inhibitor = 1
  hIAP activ = 1.1
  mIAP inh = -5
> Cc1cccc(NC(=S)NNc2cccc(Cl)c2)c1
  mIAP activ = 0.89
  hIAP inh = 17
  ATG4B inhibitor = -11
  APOBEC3A inh = 0
  PfGluPho inh = 38
  HKDC1 inhibitor = 4
  hIAP activ = 0.83
  mIAP inh = 11

# Further records follow:
SMILES,mIAP activ,hIAP inh,ATG4B inhibitor,APOBEC3A inh,PfGluPho inh,HKDC1 inhibitor,hIAP activ,mIAP inh
COc1ccc(C(=O)Nc2ccc3nc(C)sc3c2)cc1OC,1,1,-6,-6,-2,-1,0.99,-5
OC[C@H]1O[C@H](OCCc2ccc(O)cc2)[C@H](O)[C@@H](O)[C@@H]1O,1.1,-10,8,-1,-7,0,1.1,-14
Cc1ccccc1Cn1ccc(NC(=O)c2nn(C)cc2[N+](=O)[O-])n1,1,21,7,-2,-9,4,0.79,-1
COCCC(=O)N1CCC(Oc2ccc(C(=O)N3CCCCCC3)cc2)CC1,0.93,18,16,-5,23,-6,0.82,7
O=C(C[n+]1ccc(C(=O)N/N=C/c2ccc(OCc3ccccc3)cc2)cc1)c1ccccc1,0.83,4,-3,-5,-4,-2,0.96,17
CCn1c(SCC(=O)NC2CCCC2)nnc1-c1ccoc1C,0.96,3,-6,1,-6,0,0.97,4
CCN(CC)CCCN(C)C(=O)Cn1nc(Cc2ccncc2)c2ccccc2c1=O,0.93,-8,0,-1,5,-5,1.1,7
COc1ccc(NC(=O)Cn2nnc(-c3ccccc3NC(=O)c3cccs3)n2)cc1,1.1,5,10,1,-20,-2,0.95,-8
CN1CCN(c2ccc(S(=O)(=O)N3CCCCC3)cc2NC(=O)COc2ccc([N+](=O)[O-])cc2)CC1,0.9,4,0,25,18,6,0.96,10
CCOc1ccccc1C1C(C#N)=C(N)N(N(C)C)C2=C1C(=O)CCC2 (stereo not given),0.96,-4,3,-4,-2,1,1,4
O=C(CN1CCN(C(=O)C2CC2)CC1)Nc1cc(C(F)(F)F)cc(C(F)(F)F)c1,1.1,16,-13,5,7,6,0.83,-11
CN(C)S(=O)(=O)c1ccc(S(=O)(=O)NCc2cccs2)cc1,0.95,-7,-6,0,3,-8,1.1,5
CC(=O)c1ccc(Oc2ccc(C(=O)c3ccc(C)c(C)c3)cc2[N+](=O)[O-])cc1,0.99,13,8,3,11,15,0.87,1
COc1ccc2c(c1)[C@H]1[C@H](CO2)[C@H](c2ccccc2)[C@]2(C)C(=O)N(CC3CCCO3)CC(=O)N12 (stereo not given in full),0.92,-2,0,1,-17,3,1,8
Cc1[nH]c2ccccc2c1C(=O)C(C)Sc1nnc(C2CC2)o1 (stereo not given),1.1,-3,-3,-1,7,-1,1,-8
CNc1nc(C)c([N+](=O)[O-])c(Nc2ccc(OC)cc2)n1,1.1,14,-2,0,12,-5,0.85,-6
O=C(c1cccs1)N1CCN(C2CCCCC2)CC1,1,-16,-1,-4,-6,-3,1.2,-5
CN(Cc1ccccc1)C(=O)CCn1c(=O)oc2ccccc21,1,2,-11,-2,-1,-8,0.98,-2
CCc1ccc(S(=O)(=O)Nc2cc3c(cc2C)n(C)c(=O)n3C)cc1,1,-22,-8,-5,4,1,1.2,-4
O=C(NC1CCN(Cc2ccccc2)CC1)C12CC3CC(CC(C3)C1)C2,0.95,-14,-2,-2,-14,-1,1.1,5
CCN1CCN(C(=O)C2CCCN(c3ncnc4c3nc3n4CCCCC3)C2)CC1 (stereo not given),1.1,-14,0,-5,-12,-2,1.1,-5
Cc1ccc2nc(SCC(=O)N3CCN(C(=O)c4ccco4)CC3)[nH]c2c1,1,9,-3,-3,6,-5,0.91,-1
Cc1cccc(N=Cc2c(O)cc(C)oc2=O)c1,0.95,7,5,-1,-3,-5,0.93,5
CCCCN(C(=S)NC(=O)c1ccccc1)c1c(N)n(Cc2ccccc2)c(=O)[nH]c1=O,1,-21,-8,0,-4,-7,1.2,-4
Cc1ccc(C)c(NC(=O)C(OC(=O)c2ccc(NC(=O)CC#N)cc2)c2ccccc2)c1 (stereo not given),0.97,6,-5,2,-8,-4,0.94,3
CC(C)CNS(=O)(=O)c1ccc(CCC(=O)NCc2ccc(Cl)cc2)cc1,1.1,-31,-5,-3,6,-2,1.3,-9
Cc1c(Cl)cccc1N=C(N)N=C(N)N,1.1,-10,2,-3,7,-11,1.1,-6
c1ccc2c(-c3nc(C4CCCCC4)no3)cc(-c3ccncc3)nc2c1,0.81,21,11,1,16,4,0.79,19
Cc1ccc2c(C(=O)CN3CCC(C(N)=O)CC3)c(C)[nH]c2c1,0.95,4,·,3,·,·,0.96,5
O=C(N/C=C/c1ccco1)OCc1ccccc1,0.84,13,6,16,-6,-5,0.87,16
CCN(C(=O)COC(=O)CN(C)S(=O)(=O)c1ccc(NC(C)=O)cc1)C1CCS(=O)(=O)C1 (stereo not given),0.97,-19,5,-1,0,-2,1.2,3
O=C1CCCc2ccccc2N1Cc1ccc(Cl)cc1,1,-2,-5,3,5,0,1,-2
O=C(NC(=O)C(F)(F)F)Nc1ccc(S(=O)(=O)Nc2nccs2)cc1,0.95,14,-2,-8,-28,-2,0.86,5
COc1ccc(OC)c(NC(=O)CNC(=O)c2cccs2)c1,0.93,4,-5,-3,1,-1,0.96,8
CC(SC(=S)N1CCOCC1)C(=O)O (stereo not given),1.1,-6,17,-5,8,3,1.1,-6
O=Cc1cn(CC(=O)N2CCOCC2)c2ccccc12,1,14,-9,-2,5,-9,0.86,-3

# Assay outcomes (PubChem)
